Abeta yeast res = compounds reversing amyloid beta toxicity in yeast; 410,000 compounds, 0.063% hits; Potency, µM (titrated, usually from 46.1 µM), without a hit: top-dose growth rescue, usual class: activators; yeast expressing A-beta42, growth rescue, OD600, 48 h; response scale: 0% DMSO, 100% iron-clioquinol control; note: potency is the fitted concentration of half-maximal effect; nearly all actives have a fitted effect of over 55% in size
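Yeast A-beta toxicity model in growth medium with pinned compounds, 48 h at 30 C; growth read as absorbance at 600 nm. Normalized to FeCl3/clioquinol equimolar mix (positive) and DMSO (negative).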
MmCpn inh = M. maripaludis TRiC chaperonin inhibition; 330,000 compounds, 0.031% hits; Potency, µM (series often up to 76.9 µM), inactives show at the top dose activity, negative = inhibition, actives largely listed as inhibitors; purified Mm-Cpn ATPase, ADP Transcreener TR-FRET; note: potency is the fitted concentration of half-maximal effect; % is set by controls: 0 for no effect and ±100 for the full control effect; nearly all actives have a fitted effect of over 80% in size
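25 nM Mm-CPN + cpd, 10 min 37°C; + 10 uM ATP, 30 min 37°C; buffer 30 mM Tris pH 7.4, 100 mM KCl, 5 mM MgCl2, 1 mM DTT; Transcreener ADP HTRF detection 30 min RT.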
Nrf2 inh = Nrf2 pathway inhibition; A549 ARE-Fluc reporter, luciferase luminescence, 18-24 h; Potency, µM (titrated, usually from 46 µM), for the others: at the top dose activity change, negative = inhibition, hits mostly inhibitors; 360,000 compounds, 2.1% hits; AID 504444; note: potency is the fitted concentration of half-maximal effect; % is set by controls: 0 for no effect and ±100 for the full control effect; nearly all actives have a fitted effect of over 60% in size
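A549 ARE_Fluc cells (5000/well, 5% FBS OPTI-MEM) pre-incubated 2 h, then treated with compounds 18-24 h at 37C/5% CO2 in concentration-response. CellTiter-Fluor viability read first; BugLite luciferase luminescence after 15 min at room temperature gives Nrf2 activity.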
A549 viability = counter-screen for Nrf2 inhibitors: cytotoxicity in A549 cells | 390,000 compounds, 0.16% hits | Potency, µM (doses to about 46 µM), for inactives: top-dose activity change, negative = cytotoxicity, most hits filed as inhibitors | A549 ARE-Fluc cells, CellTiter-Fluor viability, 18-24 h; note: potency is the fitted concentration of half-maximal effect; % is set by controls: 0 for no effect and ±100 for the full control effect
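A549 ARE_Fluc cells in 5% FBS OPTI-MEM were exposed to compounds in concentration-response for 18-24 h at 37 deg C. Viability was read by CellTiter-Fluor fluorescence (Ex 405/Em 525) after 30 min, before the luciferase read.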
TGFb inhibitor = blocks TGF-b signaling | HepG2 CAGA-GFP TGF-b/SMAD3 reporter, GFP fluorescence, 18 h; TGF-beta stimulated, 500 pg/mL final | Potency, µM (doses to about 46.1 µM), for the others: top-dose activity, negative = inhibition, most hits filed as inhibitors | 410,000 compounds, 1.2% hits; note: potency is the fitted concentration of half-maximal effect; % is set by controls: 0 for no effect and ±100 for the full control effect; nearly all actives have a fitted effect of over 65% in size
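First, reporter cells (HEPG2 CAGA-GFP) rested 2 h at 37 degrees C. Next, compounds were pinned in and TGF-beta added to 500 pg/mL final. After 18 h, GFP was imaged per cell and summed per well.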
CCT modulator = cytosolic chaperonin activity modulation; purified chaperonin ATPase assay, HTRF ADP detection, 30 min; activity change, % (test concentration not listed), hits read low; 360,000 compounds, 0.3% hits; AID 651819; in the data active = activity change below about -30%; note: % is set by controls: 0 for no effect and ±100 for the full control effect
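Nucleotide hydrolysis assay: TRiC at 20–40 nM final (set by batch activity) with 10 uM ATP, 30 min at 37 °C, in presence of 76 uM compound. Detection by competitive ADP HTRF, 30 min ambient.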
Nrf2 ARE act = Nrf2 pathway activation; AREc32 ARE-luciferase reporter (MCF7-derived line), luminescence, 24 h; Potency, µM (top dose mostly 46.1 µM), without a hit: top-dose activation, actives largely listed as activators; AID 624171; 410,000 compounds, 0.31% hits; note: potency is the fitted concentration of half-maximal effect; % of control where 0% means no effect; nearly all actives have a fitted effect of over 65% in size
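For detection, Steady-Glo was added and plates sat 30 min at RT; before that, AREc32_Fluc cells grown overnight in OPTI-MEM/5% FBS had been treated with 23 nL compound for 24 hr at 37 deg C.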
HepG2 tox = counter-screen for TGF-b inhibitors: cytotoxicity in HepG2 cells; HepG2 CAGA-GFP viability, ATP luminescence, 18 h; 410,000 compounds, 0.76% hits; Potency, µM (top dose mostly 46.1 µM), for inactives: at the top dose activity change, negative = cytotoxicity, actives largely listed as cytotoxic; note: potency is the fitted concentration of half-maximal effect; some results filed as inactive show a strong effect at the top dose
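HepG2 CAGA-GFP cells (1000/well, DMEM with 1% FBS) received compound, then TGF-beta at 500 pg/mL final, and were incubated 18 hours at 37 degrees C. Viability was read by CellTiter-Glo luminescence. Media-only wells were set as complete cell-killing and DMSO as no toxicity.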
Akt phos inh = Akt phosphorylation inhibition | Neuro2A IGF-stimulated pAkt S473 HTRF, 20 min; hits give low values | 360,000 compounds, 0.32% hits | AID 651550 | activity change, % for hits at 50 µM; in the data active = activity change below about -80%; inconclusive = mostly about -51% to -80%; note: % is set by controls: 0 for no effect and ±100 for the full control effect
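Neuro2A cells (4,500/well, DMEM with 0.5% FBS) were treated with compound at a single 50 µM final concentration, stimulated with 6 nM IGF for 20 min at 37 °C, and lysed. Phospho-Akt Ser473 was read by HTRF as 665/615 ratio ×10^4.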
* = called active by the depositor; i = inactive; ? = inconclusive; . = no result given; & = joins results of further samples; [ ] = dose if it differs, or a comment. Unless noted, calls come from the whole dose curve; as a rule, active = well fitted curve in the direction sought with a large enough effect; inconclusive = small, poorly fitted or top-dose-only effect, or another doubt; inactive = no such curve, though single readings can be large; an effect the other way counts as inactive or inconclusive.

structure,Akt phos inh,Nrf2 ARE act,TGFb inhibitor,Abeta yeast res,Nrf2 inh,CCT modulator,MmCpn inh,A549 viability,HepG2 tox
C=C1CCN(C(C)C(=O)OCc2ccc(C)cc2)S(=O)(=O)c2ccccc21 (stereo not given),.,.,2%,.,11%,.,.,0%,-28%
C=CCn1c(NC(=O)CC)c(C(=O)OCC)sc1=S,i,-0.8%,7%,2%,-4%,-1.0,-1%,-5%,-2%
O=C1NC(Cc2ccccc2)c2nc3cc(F)c(F)cc3c(=O)n2-c2cc3ccccc3cc21 (stereo not given),i,-2.6%,-2%,13%,.,-0.3,.,.,-21%
Cc1ccc([C@@H]2CC=C(C(=O)O)[C@H](c3ccc(F)cc3)N2S(=O)(=O)c2ccccc2C)cc1,i,-0.7%,-21%,-20%,-6%,-0.1,2%,-5%,-2%
COC(=O)C(C)Sc1nnc(Cc2cc(=O)[nH]c(=O)[nH]2)n1-c1cccc(OC)c1 (stereo not given),i,-0.8%,-3%,4%,13%,-0.2,-1%,-1%,0%
CC(C)(C)C(=O)Nc1nc2c(s1)COc1ccccc1-2,i,13%,?,5%,-20%,-2.1,-2%,-7%,-27%
COc1ccc(N2CCN(C(=O)CCCSc3nc4ccccc4[nH]3)CC2)cc1,i,0.0%,1%,4%,?,-1.8,-1%,-2%,-12%
Cc1ccc(NC(=O)O/N=C/c2ccc(Br)cc2)cc1,i,0.0%[9.22 µM],-3%,14%,4%,0.2,-6%,-2%,3%
CCn1c(=O)c2c(nc3n2CCS3)n(C)c1=O,i,0.2%,-1%,-16%,2%,-2.2,-1%,8%,-12%
CN(C)Cc1c(O)ccc2occ(C(=O)c3ccccc3)c12,i,3.0%,9%,22%,11%,-1.8,.,-2%,2%
O=C1NC(c2ccccc2)=C(c2ccccc2)C1=O,i,-0.3%,16%,1%,16%,1.7,1%,-2%,4%
OCC[C@H]1C[C@@H](O)[C@H](O)[C@]2(Cc3ccccc3CCO2)O1,i,-1.0%,?,-8%,9%,-3.7,0%,1%,1%
CCCOc1ncnc2c1[nH]c1ccccc12,i,5.7%,-25%,-20%,?,-4.8,1%,-12%,-33%
COC(=O)[C@H](CC(C)C)NS(=O)(=O)c1ccccc1,i,-1.6%,2%,1%,-4%,-1.8,-1%,3%,-1%
COc1cc([C@H]2[C@@H]3CCCC[C@]3(O)CCN2Cc2ccccc2F)ccc1O,i,0.1%,-14%,2%,-36%,0.7,1%,-8%,-26%
CNc1ccc(/C=C(\C#N)C(=O)Nc2ccccn2)cc1[N+](=O)[O-],i,2.4%,-1%,-5%,-19%,0.6,-5%,-10%,-37%
CC(C)C[C@@H]1NC(=O)N(CCCn2ccnc2)C1=O,i,0.1%,6%,-4%,-7%,0.0,3%,1%,-9%
O=c1c2c(n3nnnc3n1Cc1ccccc1)-c1ccccc1CC21CCCC1,i,0.1%,12%,-9%,-10%,-2.4,-1%,6%,2%
COc1ccc(-n2c3c(cc(-c4nc(-c5ccc(Cl)cc5)cs4)c2=O)C(=O)CC(C)(C)C3)cc1,.,-1.3%,15%,-8%,16%,.,.,-5%,0%
O=C(NNc1ccc(Cl)cc1)c1sccc1Cl,i,6.6%,-30%,-6%,?,-1.3,4%,3%,-14%
COc1ccc(NC(=O)CN(C)C(=O)CN2C(=O)NC3(CCCC3)C2=O)cc1,i,-0.7%,-22%,8%,-6%,-2.4,-6%,8%,4%
CC(NC(=O)C1CCN(S(=O)(=O)c2cccs2)CC1)c1cccc(Cl)c1 (stereo not given),i,0.4%,-3%,11%,-16%,-0.5,-5%,8%,-1%
N/C(=N\OC(=O)CCc1ccccc1)c1cccc(Br)c1,i,-0.1%,-7%,3%,0%,-1.0,1%,-10%,2%
O=C(CCCCCN1C(=O)[C@@H]2Cc3ccccc3CN2C1=O)N[C@@H](Cc1ccc(O)cc1)C(=O)O,i,0.4%,3%,-14%,-11%,-0.3,0%,3%,-5%
CCOC(=O)C1CCN(C(=O)CCCn2c(=O)c3cccn3c3cccnc32)CC1,i,-0.2%,0%,0%,27%,1.3,4%,-3%,-7%
Cc1ccc(S(=O)(=O)Oc2ccc(/C=N/NC(=O)c3c(Cl)cnn3C)cc2)cc1,i,0.2%,1%,7%,-3%,-14,3%,-1%,-23%
COc1ccc(/C=C2\Oc3cc(OCC(N)=O)ccc3C2=O)cc1OC,i,4.6%,2%,6%,-15%,0.5,-16%,4%,-14%
FC(F)(F)c1cc(CCN2CCNC[C@@H]2c2ccccc2)cc(C(F)(F)F)c1,i,-2.8%,?,5%,2%,-0.5,3%,-1%,-86%
COc1ccc(Cl)c2sc(NC(=O)c3ccc(S(=O)(=O)N4CCCC4)cc3)nc12,.,-0.7%,21%,-8%,.,.,.,9%,-4%
CCCCN(CC)CCNC(=O)c1cc2c(=O)n(C)c3ccccc3c2s1,i,6.3%,?,-1%,0%,-2.1,-2%,-6%,13µM*
O=C(COC(=O)c1ccccc1Cl)Nc1cccc(S(=O)(=O)N2CCCCC2)c1,i,-1.1%,-11%,13%,.,0.7,.,.,-3%
CCOc1ccc(C(=O)Nc2ccc(S(=O)(=O)N3CCOCC3)cc2)cc1OCC,i,2.5%,10%,-2%,-7%,-5.3,1%,-3%,0%

Reprinted at random: 3 entries already listed.
structure,Akt phos inh,Nrf2 ARE act,TGFb inhibitor,Abeta yeast res,Nrf2 inh,CCT modulator,MmCpn inh,A549 viability,HepG2 tox
CCCCN(CC)CCNC(=O)c1cc2c(=O)n(C)c3ccccc3c2s1,i,6.3%,?,-1%,0%,-2.1,-2%,-6%,13µM*
CCOc1ccc(C(=O)Nc2ccc(S(=O)(=O)N3CCOCC3)cc2)cc1OCC,i,2.5%,10%,-2%,-7%,-5.3,1%,-3%,0%
Cc1ccc(S(=O)(=O)Oc2ccc(/C=N/NC(=O)c3c(Cl)cnn3C)cc2)cc1,i,0.2%,1%,7%,-3%,-14,3%,-1%,-23%

(next part)
structure,Akt phos inh,Nrf2 ARE act,TGFb inhibitor,Abeta yeast res,Nrf2 inh,CCT modulator,MmCpn inh,A549 viability,HepG2 tox
Oc1ccccc1C=NCC(O)c1ccccc1 (stereo not given),i,-0.4%,20%,8%,2%,-3.9,-3%,7%,1%
COc1cc(C(=O)Nc2sc(C)c(C)c2C(=O)O)cc(OC)c1OC,i,7.3%,-11%,-12%,-26%,1.9,-1%,0%,-4%
CN(C)/C=N/c1sc2c(c1C#N)CCC2,i,2.5%,38%[activator],11%,15%,-6.1,-2%,-4%,-2%
Cc1ccc(C(CC(=O)O)NC(=O)c2ccc(S(=O)(=O)N3CCCC3)cc2)cc1 (stereo not given),i,0.4%,-13%,-4%,1%,-0.9,4%,-8%,-7%
CCOc1ccc(CCNC(=O)COC(=O)c2cccc(N(C)C)c2)cc1OCC,i,0.1%,8%,7%,?,-1.0,-2%,-13%,-13%
COc1ccccc1N1CCN(Cc2nc(-c3cc(OC)c(OC)c(OC)c3)no2)CC1,.,7.6%,?,-20%,1%,.,.,11%,-26%
CCOC(=O)c1ccc(N2C(=O)C3C(C2=O)C(C(=O)c2ccc(Cl)cc2)N2CCCC32)cc1 (stereo not given),i,14µM*,-16%,-7%,14%,0.6,-2%,-16%,-4%
CCCCCC(O)(CCN1CCCCC1)c1ccc(OCC)cc1 (stereo not given),i,6.4%,-3%,4%,-11%,0.0,-10%,-18%,1%
Cc1c(C(=O)NCCSCc2c(F)cccc2Cl)cnn1-c1ccc(Cl)cc1,i,1.5%,?,-28%,?,-0.5,-1%,1%,-1%
C[C@H]1CN(S(=O)(=O)c2ccc3c(c2)OCCO3)CCN1S(=O)(=O)c1c(F)cccc1F,.,0.0%,?,-13%,-11%&-27%,.,1%,8%&0%,-1%
CCOc1ccc(Br)cc1S(=O)(=O)NC1CCCC1,i,0.2%,-23%,-3%,21%,1.8,-1%,5%,0%
CCN1C(=O)[C@H]2[C@@H](c3ccc(-c4ccc(C(C)=O)cc4)cc3)N3CCC[C@@]3(C(=O)OC)[C@H]2C1=O,i,4.4%,18%,-8%,-3%,-2.1,-9%,-4%,-18%
CC(C)OC(=O)NCCOC(=O)Nc1ccc(Cl)c(Cl)c1,i,2.6%,15%,-20%,?,-0.8,2%,2%,-6%
Nc1nc(SCC(=O)Nc2cc(C(F)(F)F)ccc2N2CCOCC2)n[nH]1,i,-0.3%,-18%,6%,-20%,1.6,-3%,-9%,19%
Cc1ccc(N2CC(C(=O)NCCS(=O)(=O)N3CCN(c4ccccc4F)CC3)CC2=O)cc1 (stereo not given),i,-0.7%&-0.7%,?,10%&-11%,9%,-0.9,1%,1%&1%,2%&-33%
Cc1ccc(NC(=O)CC2S/C(=N/N=C3\CCCc4ccccc43)NC2=O)cc1 (stereo not given),i,4.1%,?,-7%,?,-8.5,0%,?,8%
CCN(CC)C(=O)C(C)OC(=O)COc1ccc(Cl)cc1C (stereo not given),i,0.2%,12%,16%,7%,-1.4,-2%,-3%,-10%
O=C(c1ccc(-c2ccccc2)cc1)N1CCC2CC1c1cc(-c3ccc4c(c3)OCO4)ccc12 (stereo not given),i,-1.1%,-24%,-2%,.,1.4,.,.,12%
Cc1[nH]n(-c2ccccc2)c(=O)c1N=Nc1c(O)cc(S(=O)(=O)N(C)C)c2ccccc12,i,-1.1%,?,-18%,?,1.0,-1%,?,-50%

Bioassay records (PubChem)
